# From PubChem BioAssay
# LMPTP block: LMPTP (human) inhibition; P24666; recombinant LMPTP-A, OMFP fluorogenic substrate, fluorescence intensity; inhibition, % at 20 µM; 360,000 compounds, 0.22% hits;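 active = compounds that cut the enzyme signal by at least half of the control window in the single-dose screen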;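 note: plate controls were DMSO wells with enzyme plus substrate for no effect and substrate without enzyme for full effect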
#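 Test system: LMPTP-A phosphatase enzyme. Amount: LMPTP-A at 0.625 nM final in the reaction. Reagent: OMFP substrate, 400 µM final. Times: 50 min at room temperature. Signal: endpoint fluorescence intensity from OMFP dephosphorylation. Read-out basis: % inhibition. Benchmarks: no-enzyme and uninhibited controls.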
# Scp-1 inhibitor: inhibitors of human Scp-1 phosphatase. AID 493091. 340,000 compounds, 0.88% hits. Recombinant Scp1, phosphopeptide, malachite green phosphate absorbance. inhibition, % at 20 µM. Q9GZU7;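 active = inhibition above about 50% at 20 µM, limit read from the data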;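 note: plate controls were DMSO wells with enzyme for no effect and wells lacking enzyme for full effect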
# Target sequence (Q9GZU7 76-261 limits assumed): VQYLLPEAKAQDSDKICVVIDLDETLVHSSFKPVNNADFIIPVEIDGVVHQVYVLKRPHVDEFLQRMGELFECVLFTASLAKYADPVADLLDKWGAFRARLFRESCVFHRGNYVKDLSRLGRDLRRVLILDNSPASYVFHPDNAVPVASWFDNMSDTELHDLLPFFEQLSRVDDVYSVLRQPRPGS
#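 Material – SCP-1 phosphatase catalytic domain, residues 76-261 · Buffer or medium – Acidic Tris acetate buffer with magnesium and detergent · Also added – Phospho 17-mer peptide substrate · Compound – single 20 µM dose, 1% DMSO · Times – 45 min room-temperature reaction, 5 min colour, 30 min stabiliser · Technique – Phosphate-binding colour reagent, absorbance read at 630 nm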
# DNMT1 inh: inhibitors of human DNMT1. DNMT1 molecular beacon, Hinp1I cleavage, fluorescence. inhibition (reported as % activation of signal), % at 10 µM. 360,000 compounds, 0.83% hits. AID 588458; in the data active = inhibition above about 50%
# Rpn11 inh: Rpn11 (human) deubiquitinase inhibition | 360,000 compounds, 0.59% hits | calls only at 20 µM | human 26S proteasome, Ub4-pepOG fluorescence polarization; 20S core pre-blocked with epoxomicin | O00487;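 active = inhibition at 20 µM, scaled to each plate's controls, above about 33%, limit read from the data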
# NRP1-CendR mod: modulators of CendR peptide binding to human neuropilin-1. O14786. FAM-RPARPAR peptide binding to NRP-1, fluorescence polarization. inhibition, % at 25 µM. 360,000 compounds, 0.85% hits. AID 602438;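 active = inhibition or corrected inhibition above about 18%, plus a signal ratio from 0.5 to 1.5, limit read from the data, passing the limit was not always enough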; note: strong numbers were not always called active
# Target sequence (O14786 whole entry, looked up): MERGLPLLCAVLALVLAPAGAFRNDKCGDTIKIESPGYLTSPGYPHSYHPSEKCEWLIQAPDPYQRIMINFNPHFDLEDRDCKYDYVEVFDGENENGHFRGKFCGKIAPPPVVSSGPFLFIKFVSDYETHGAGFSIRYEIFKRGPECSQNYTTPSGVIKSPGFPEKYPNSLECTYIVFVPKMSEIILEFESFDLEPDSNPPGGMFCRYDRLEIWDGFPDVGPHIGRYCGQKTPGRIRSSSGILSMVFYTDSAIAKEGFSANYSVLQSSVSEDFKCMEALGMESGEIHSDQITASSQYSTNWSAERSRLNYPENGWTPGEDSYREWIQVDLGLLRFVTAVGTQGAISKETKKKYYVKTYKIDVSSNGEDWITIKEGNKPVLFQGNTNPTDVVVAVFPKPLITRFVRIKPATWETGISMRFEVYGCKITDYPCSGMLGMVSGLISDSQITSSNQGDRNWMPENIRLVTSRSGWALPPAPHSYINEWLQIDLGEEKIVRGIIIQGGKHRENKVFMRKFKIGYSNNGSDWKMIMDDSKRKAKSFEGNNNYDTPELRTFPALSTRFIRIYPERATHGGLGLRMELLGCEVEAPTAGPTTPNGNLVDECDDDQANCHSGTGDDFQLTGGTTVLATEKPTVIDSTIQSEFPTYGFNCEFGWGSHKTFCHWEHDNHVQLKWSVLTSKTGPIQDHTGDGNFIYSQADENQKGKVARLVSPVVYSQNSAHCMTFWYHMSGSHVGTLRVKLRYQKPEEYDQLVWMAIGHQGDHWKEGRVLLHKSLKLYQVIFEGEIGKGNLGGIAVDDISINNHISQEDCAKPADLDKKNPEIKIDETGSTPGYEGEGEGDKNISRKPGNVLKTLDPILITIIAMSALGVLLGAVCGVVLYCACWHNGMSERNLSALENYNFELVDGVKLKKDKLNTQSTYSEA
# STEP inh: STEP (human) phosphatase inhibition; P54829; recombinant STEP, OMFP fluorogenic substrate, fluorescence; inhibition, % at 20 µM; 360,000 compounds, 0.25% hits; AID 588621;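 active = inhibition at 20 µM, scaled per plate between control wells, above about 37%, limit read from the data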;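 note: 0% = DMSO with enzyme and substrate and 100% = substrate only without enzyme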
#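 Material: STEP (striatal-enriched tyrosine phosphatase) enzyme, cell-free; Compound dosing: 20 µM single dose in 1% DMSO; Technique: fluorescence read at 480 nm ex / 540 nm em; Times: reaction 20 min, ambient temperature; Medium: 50 mM Bis-Tris pH 6.0 with 2.5 mM DTT and 0.005% Tween 20; Also added: OMFP at 25 µM.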
# SUMO1-SIM PPI: modulators of human SUMO1-mediated protein-protein interactions | AID 602429 | P63165 | SUMO1 binding to a labelled peptide, TR-FRET, 1 h | 360,000 compounds, 0.33% hits | inhibition, % at 20 µM; in the data active = inhibition above about 37%
# MT1-MMP act inh: inhibitors of human MT1-MMP activation. P50281. HT1080 RFP-PRO-GFP cells, GFP/RFP ratio fluorescence, overnight; percent of plate control window, DMSO zero. GFP/RFP ratio change, % at 20 µM. 360,000 compounds, 0.061% hits. AID 651647;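 active = GFP/RFP ratio change of at least 30% with cell ATP level not reduced by more than half and red fluorescence within 50% of control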; note: strong numbers were not always called active
#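 Read-out: GFP/RFP fluorescence ratio; Test system: RFP-PRO-GFP reporter HT1080 cells; Compound dosing: single-point 20 µM compound, 1% DMSO; Times: overnight compound exposure at 37 °C.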
# NadD inh: inhibitors of Staphylococcus aureus NadD; purified NadD enzyme, colorimetric absorbance read-out; inhibition, % at 20 µM; 360,000 compounds, 0.78% hits; in the data active = inhibition above about 26%; note: some compounds past the cut are filed as inactive
# SKN-1 block: blocks SKN-1 activity in C. elegans; C. elegans VP596 Pgst-4::GFP/RFP ratio, acrylamide-induced, 24 h; inhibition, % at 21.8 µM; 360,000 compounds, 0.49% hits;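 active = interference check ratio from 0.5 to 1.5 plus GFP to RFP signal ratio inhibition reaching or exceeding a fixed threshold, cut at about 30% in these data, passing the limit was not always enough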; note: some compounds called inactive have numbers as strong as hits
# Numbers without * were called inactive; i = inactive; / = not tested or not shown.
SMILES,LMPTP block,Scp-1 inhibitor,DNMT1 inh,Rpn11 inh,NRP1-CendR mod,STEP inh,SUMO1-SIM PPI,MT1-MMP act inh,NadD inh,SKN-1 block
O=C(CN1CCCCC1)N1c2ccccc2Oc2ccccc21,-0.3,-6.0,0.1,i,8.3,-0.6,-0.7,3.1,-3.6,12.0
CN(C)c1ccc(NC(=O)COC(=O)c2ccc3c(c2)OCO3)cc1,-0.5,7.1,-4.1,i,2.1,-1.8,2.6,1.3,2.3,-0.9
O=C(Cc1ccccc1)N/N=C/c1ccc(OC(=O)/C=C\c2ccco2)cc1,0.2,-1.1,-0.9,i,2.8,-0.3,0.0,-3.8,2.7,-23.5
c1ccc(C(c2nnnn2Cc2cccs2)N2CCN(C3CCCC3)CC2)cc1 (stereo not given),-4.3,-3.3,-0.4,i,2.7,0.4,2.9,-1.3,-7.0,-2.5
Cc1ccc(C(=O)N/N=C\c2ccc[nH]2)cn1,0.8,-2.2,5.4,i,-3.4,1.4,5.5,2.9,3.1,8.6
COC(CNc1nc(SC)nc2sc3c(c12)CCN(C)C3)OC,1.1,6.3,-3.5,i,-3.0,1.7,3.4,0.7,-3.9,-5.1
CC1CCN(C(=O)C2CCN(S(=O)(=O)c3cc(Cl)ccc3Cl)CC2)CC1,-1.1,-5.8,0.3,i,0.4,3.2,0.4,4.2,-8.6,-4.4
COc1nc(N(C)C)nc(N2CC(=O)N(CCNS(=O)(=O)c3ccc(C)cc3)C2=N)n1,0.2,-1.0,3.0,i,-14.8,-3.1,44.0*,4.0,0.7,-1.4
COc1ccc2c(c1OC)CN(C)CCc1cc3c(cc1C(O)C2)OCO3 (stereo not given),-0.7,38.1,4.4,i,2.0,-7.7,2.4,-6.7,3.2,-24.9
Cc1c(OC(C)C(=O)NCCCN2CCOCC2)ccc2c3c(c(=O)oc12)CCC3 (stereo not given),-1.9,-2.5,4.0,i,-7.3,-0.5,-3.5,5.3,-5.5,-2.0
O=C(NCC(O)c1ccc([N+](=O)[O-])cc1)C1CCCCC1 (stereo not given),-0.1,-0.7,-0.4,i,11.3,-2.6,-8.6,0.3,-9.4,8.2
Cc1cccc(N2CCN(S(=O)(=O)c3ccc(Cl)nc3)CC2C)c1 (stereo not given),0.4,1.8,6.3,i,26.8*,-0.2,6.0,-3.3,-7.3,-4.3

# Some entries already given, showing only MT1-MMP act inh:
compound	MT1-MMP act inh
O=C(NCC(O)c1ccc([N+](=O)[O-])cc1)C1CCCCC1 (stereo not given)	0.3
Cc1cccc(N2CCN(S(=O)(=O)c3ccc(Cl)nc3)CC2C)c1 (stereo not given)	-3.3

# (cont.)
SMILES,LMPTP block,Scp-1 inhibitor,DNMT1 inh,Rpn11 inh,NRP1-CendR mod,STEP inh,SUMO1-SIM PPI,MT1-MMP act inh,NadD inh,SKN-1 block
Cc1ccccc1CSc1nnc([C@@H]2CCCN2)o1,-0.4,-6.2,0.3,i,6.2,-2.2,5.3,0.4,-4.8,-4.8
CCNC(=O)N(C)c1c(CC)nc2ccc(C(=O)N3CCN(C(=O)c4ccco4)CC3)cn12,-0.2,/,4.8,i,-11.3,2.0,-5.9,1.6,2.8,9.7
Nc1cccc2c1C(=O)N(c1ccccc1)C2=O,-0.3,-12.2,3.9,i,-3.4,-0.5,-24.0,-3.3,2.7,1.6
COc1ccccc1C1C2=C(COC2=O)Nc2cc3c(cc21)OCO3 (stereo not given),1.4,0.4,-3.1,i,4.2,-0.6,-1.2,25.8,10.5,-5.7
CCOc1ccc(N(CC(=O)Nc2ccc(OC)cc2)S(=O)(=O)c2c(C)[nH]c(=O)[nH]c2=O)cc1,-0.4,4.2,-6.2,i,-15.0,-0.3,9.1,5.4,7.0,-1.3
Cc1nonc1NC(=O)CSc1nc(C23CC4CC(CC(C4)C2)C3)nc2ccccc12,6.1,-1.8,-2.9,i,-5.7,0.0,-0.3,3.0,8.7,-4.5
Nc1nnc(SCC(=O)Nc2cc(S(=O)(=O)N3CCOCC3)ccc2N2CCCC2)s1,-0.5,-15.0,-2.4,i,9.1,-2.3,-0.2,0.5,1.5,0.7
COC(=O)c1cc(OC)c(OC)cc1NC(=O)C1CCCO1 (stereo not given),-0.8,-6.5,2.1,i,-12.7,1.2,3.5,0.0,-2.1,-10.2
O=C(Nc1cccc(F)c1)C1CCN(C(=O)c2ccc(Br)cc2)CC1,-0.2,-2.2,-1.6,i,5.0,-0.4,-3.4,6.0,-1.8,3.3
CN1CCN(C(=O)CN2C(=O)NC(C)(c3ccc4ccccc4c3)C2=O)CC1 (stereo not given),-1.9,-6.1,4.2,i,11.9,-2.1,-4.5,-1.6,-2.2,17.4
COc1ccc2nc(NCCCO)[nH]c2c1,-0.4,1.1,0.5,i,12.0,-3.0,-3.6,8.0,2.3,7.8
O=C(CN1CCCCCCC1)N/N=C/c1ccc([N+](=O)[O-])o1,-0.4,14.7,6.7,i,13.4,5.0,-23.6,0.4,-7.0,10.9
CCOC(=O)C1=C(C)NC(C)=C(C(=O)OC)C1c1cccc([N+](=O)[O-])c1 (stereo not given),0.2,-3.8,2.2,i,-11.6,-1.9,-5.6,1.2,-2.7,20.2
C=CCNC(=S)Nc1c(C(=O)OC)[nH]c2cc(OC)ccc12,-1.3,-10.7,-3.8,i,2.2,2.5,-2.6,0.0,-5.8,7.8
Cc1cc(C(=O)N/N=C/c2ccc(C)s2)n[nH]1,-1.1,-7.1,0.1,i,18.4*,-0.2,-19.9,-1.3,-2.1,33.0
CN(C[C@H](c1ccccc1)N(C[C@H](Cc1ccccc1)N(CCc1ccccc1)N=O)N=O)N=O,2.1,-1.0,-0.3,i,-0.1,2.1,-1.7,-6.1,-4.0,1.5
COc1ccc(/C(C)=N\Nc2nc(-c3ccc(Cl)cc3)cc(C(F)(F)F)n2)cc1OC,1.6,-0.8,-27.9,i,6.4,0.1,0.0,0.3,-0.4,5.3
CS(=O)(=O)c1ccccc1C(=O)Nc1cccc(-c2nc3ccccc3o2)c1,1.4,-9.1,-2.4,i,14.6,-2.9,-0.7,3.4,-4.8,17.4
COC(=O)C1=CN(c2ccc(F)cc2)C(N)=C(C#N)C1c1cccc(OC)c1OC (stereo not given),0.1,/,/,/,17.7,/,0.9,-3.0,/,-3.3
CN(Cc1ccccc1)C(=O)COC(=O)CNS(=O)(=O)c1ccc2ccccc2c1,-0.6,-5.7,2.1,i,1.2,-0.6,-2.2,3.8,-0.9,18.5
CCCc1c(C(=O)N/N=C(\C)c2ccc3c(c2)OCO3)nnn1-c1nonc1N,-2.6,/,22.7,i,2.3,-1.0,4.1,0.2,-0.8,0.9
COc1ccc(-c2cc3c(=O)n(CC(=O)NCCCN4CCC(N5CCCCC5)CC4)ncn3n2)cc1,-4.7,0.6,-0.9,i,4.7,2.3,-19.2,1.9,-2.6,-3.3
CCCNC(=O)C1(CC2CC(c3ccccc3)=NO2)CCN(C(=O)c2cc(OCC)c(OCC)c(OCC)c2)CC1 (stereo not given),0.3,-6.2,-35.3,i,-3.2,2.6,-4.3,4.0,5.2,7.4
Oc1ccc2c(ccc3[nH]cnc32)c1,-0.7,11.7,-2.2,i,-4.2,-0.6,9.7,-0.7,-9.0,18.9
COc1ccc(/C=N/OCC(=O)Nc2nc3ccccc3s2)cc1OC,0.3,-6.3,21.0,i,-5.2,1.2,6.7,5.1,-4.0,5.4
CN(C)c1ncccc1-c1nc2ccccc2s1,0.2,-11.0,0.9,i,1.9,0.7,-0.8,2.5,0.8,4.5
Cn1nc(-c2ccccc2)c(CSc2cccc(Cl)c2)c1Cl,-1.3,-13.4,-5.9,i,20.4,3.3,0.2,-9.7,3.6,4.4
COc1ccc(C)cc1N(CC(=O)NCCSCc1cccc(Cl)c1)S(C)(=O)=O,1.0,-14.4,-2.7,i,4.7,0.1,2.3,-0.8,-2.7,5.9
O=C(Nc1ccc2c(c1)CCC2)C1CCCO1 (stereo not given),-1.1,-5.3,2.8,i,-6.4,16.3,-3.6,0.8,-4.6,14.6
COc1ccc(/C(C)=N/Nc2nc3ccccc3nc2C)cc1OC,-0.1,-7.3,-2.0,i,-8.8,0.6,-19.1,1.0,-9.5,4.3
CC1CCN(CC(O)COC2CC(C)CCC2C(C)C)CC1 (stereo not given),-2.8,-7.7,2.3,i,-16.7,-2.3,1.8,-0.2,-7.8,-15.4
O=C1OC(/C(=C\NCc2ccccc2)[N+](=O)[O-])c2ccccc21 (stereo not given),-1.0,-6.4,-1.5,i,2.1,-2.5,-1.8,1.7,-1.5,1.5
Cc1onc(-c2c(Cl)cccc2Cl)c1NC(=O)N1CCSCC1,-0.5,-10.5,0.9,i,-8.1,-0.7,-4.2,0.0,-5.4,10.6
C=CCn1c(O)c(N=Nc2ccccc2O)c2ccccc21,4.2,-10.6,-20.9,/,-208.7,-3.3,-29.7,-95.9,-7.2,16.4
Cc1cc(C(F)(F)F)n(-c2ccc(N)cc2)n1,-0.5,2.0,0.4,i,12.5,-0.1,4.5,0.0,-2.6,13.7
CC(=O)N1CCC(N(CCN2CCOCC2)C(=S)Nc2c(C)cccc2C)CC1,-2.8,-6.7,-2.9,i,6.3,1.8,-0.9,1.4,-5.8,-5.1

# Taken from the results shown, two compounds:
SMILES,LMPTP block,Scp-1 inhibitor,DNMT1 inh,Rpn11 inh,NRP1-CendR mod,STEP inh,SUMO1-SIM PPI,MT1-MMP act inh,NadD inh,SKN-1 block
Cc1cc(C(F)(F)F)n(-c2ccc(N)cc2)n1,-0.5,2.0,0.4,i,12.5,-0.1,4.5,0.0,-2.6,13.7
CC(=O)N1CCC(N(CCN2CCOCC2)C(=S)Nc2c(C)cccc2C)CC1,-2.8,-6.7,-2.9,i,6.3,1.8,-0.9,1.4,-5.8,-5.1

# Next section:
SMILES,LMPTP block,Scp-1 inhibitor,DNMT1 inh,Rpn11 inh,NRP1-CendR mod,STEP inh,SUMO1-SIM PPI,MT1-MMP act inh,NadD inh,SKN-1 block
O=C(NNC(=O)c1cc2ccccc2o1)c1ccc(F)cc1,-0.9,-0.4,3.2,i,-4.0,-1.0,-1.9,1.7,-2.2,12.0
Cc1cc(C)nc(N/N=C/c2c[nH]c3ccccc23)n1,-0.6,-4.5,3.1,i,2.7,-1.6,-6.4,1.9,5.9,6.6
COc1ccccc1N(CC(=O)Nc1ccc(C)cc1Cl)S(=O)(=O)c1cccs1,0.4,-23.8,-8.9,i,12.4,-3.7,-1.2,-2.1,-10.3,-7.0
COC(=O)CS(=O)(=O)c1ccc(C)cc1,-1.7,-6.5,4.3,i,9.7,2.1,-4.0,-2.3,1.4,6.8
